mHtt clearance – clearance of mutant huntingtin inclusions, primary screen, imaging, HeLa Exon1htt(103Q)mCFP, confocal imaging; 0.42% of 47,000 active; inhibition, % at 1.5 µM; AID 853, 2007; aggregate imaging; zero = plate's median compound well;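 active = inhibition of aggregate fluorescence above about 70%, also judged a hit by eye on the cell image, limit read from the data, passing the limit was not always enough; inconclusive = no rule stated for this call; inactive = not judged a hit on image review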;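 note: cells exposed to compound for three days before fixation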
mHtt clearance grain fraction – recorded beside mHtt clearance, whose call it bears; fraction fluorescence in grains; measured here: aggregate grain fluorescence fraction; stronger effect = lower value;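 scaled fraction of total cell fluorescence in grains with unit not stated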
Active calls of the source: *; ? = inconclusive; . = not tested or not shown. Some of the compounds tested. The share of hits here may be higher or lower than overall.

SMILES	mHtt clearance	mHtt clearance grain fraction
Cn1c(/C(C#N)=C(\O)CN2CCN(Cc3ccccc3)CC2)nc2ccccc21	-10	37
ON1C(c2ccccc2)CC2(O)c3nonc3CCC12 (stereo not drawn)	-39	47
Cc1ccc2nc(SCC(=O)N3CCCC3)[nH]c2c1	-48	44
c1ccc(NC2=NCCCCS2)cc1	48	10
O=C(/C=N\O)NCCCNCc1ccccc1	1	43
O=C(NCCO)c1ccc2c(c1)S(=O)(=O)c1ccccc1C2=O	36	25
Cc1cccc(C(=O)N2CCN(C(=O)c3cccc(C)c3)C(C)C2)c1 (stereo not drawn)	22	14
Cc1cc(=O)[nH]c(SCc2nnc(-c3ccccc3)o2)n1	-14	27
COCCn1c(SCC(=O)N2CCCc3ccccc32)nc2cccnc21	1	20
Cc1nn(-c2ccc(F)cc2F)c2c1-c1nc(N3CCCC3)ncc1CC2	0	34
Cc1cc(C)c(C#N)c(N2CCN(CCOc3ccc(Cl)cc3)CC2)n1	-12	19
Cc1cc(NC(=O)NC(=O)c2ccc(F)cc2F)n[nH]1	47	20
Cn1c2ccccc2c2cc(C(=O)OCC(=O)N3CC(=O)Nc4ccccc43)sc21	-39	51
CCCC(=O)Nc1ccccc1NC(C)=O	13	15
COc1ccc(-n2nc(C(=O)c3cccs3)cc(-c3nc4ccccc4[nH]3)c2=N)cc1	-29	24
COc1ccc(-n2c(C)nnc2SCC(=O)N2C(C)CCCC2C)cc1 (stereo not drawn)	-50	30
COc1ccc(Cl)cc1NC(=O)c1cccnc1	-54	58
Nc1nc(CSc2nnnn2-c2ccccc2)nc(N2CCCc3ccccc32)n1	36	13
CC1CCN(C(=O)Cn2cc(C(=O)C3CC3)c3ccccc32)CC1	-12	22
O=C1CSC(=Nc2ccccc2Cl)N1	53	17
Cc1cccc2cc(/C=C3\N=C(c4ccccc4)OC3=O)c(N3CCOCC3)nc12	18	36
CCOCC(=O)Nc1nnc(C)s1	-32	46
COc1ccc(OC)c(-c2cc(C(=O)Nc3c(C)nn(Cc4ccccc4Cl)c3C)no2)c1	-24	51
COc1ccc(NC(=O)Nc2ccc(C)cc2OC(F)F)cc1OC	1	17
Nc1cc(C(=O)c2cccs2)ccc1Cl	-36	61
N#Cc1nc(-c2cccs2)oc1NCCN1CCOCC1	-12	41
C=CCNC(=O)c1cc(-c2ccc(Br)cc2)on1	-26	52
CN1CCn2c1nc(N1CCOCC1)nc2=O	-59	32
O=C(c1cc(C2CC2)nc2ccc(Br)cc12)N1N=C(C(F)F)CC1(O)C(F)F (stereo not drawn)	23	15
Cc1ccc(OCC(=O)NN=C2c3ccccc3-c3ccccc32)cc1	-43	48

Ordered by formula weight (low to high): 5 of the compounds above
SMILES	mHtt clearance	mHtt clearance grain fraction
CCOCC(=O)Nc1nnc(C)s1	-32	46
COc1ccc(Cl)cc1NC(=O)c1cccnc1	-54	58
COc1ccc(-n2c(C)nnc2SCC(=O)N2C(C)CCCC2C)cc1 (stereo not drawn)	-50	30
Nc1nc(CSc2nnnn2-c2ccccc2)nc(N2CCCc3ccccc32)n1	36	13
COc1ccc(OC)c(-c2cc(C(=O)Nc3c(C)nn(Cc4ccccc4Cl)c3C)no2)c1	-24	51

Next entries.
SMILES	mHtt clearance	mHtt clearance grain fraction
Cc1nc(Nc2nc(=O)c3ccccc3n2C)nc2c(C)cccc12	22	35
Cc1ccc(-n2ncc3c(=O)[nH]c(SCC(=O)N4CCOCC4)nc32)cc1	-22	44
CC1CCCCN1S(=O)(=O)c1ccc(NC(=O)c2cccs2)cc1 (stereo not drawn)	12	20
CCCn1c(CNC(=O)c2ccccc2)nc2ccccc21	-8	40
COC(=O)c1ccccc1NC(=O)C12CCC(C)(C(=O)O1)C2(C)C (stereo not drawn)	-64	26
CCOC(=O)c1c(N)sn(-c2ccccc2)c1=S	-1	47
CCOC(=O)c1c(-c2ccccc2)nc2ccc(Cl)cn12	2	37
CC(=O)Nc1ccccc1-c1nc2ccccc2nc1OCC(=O)c1ccc(Br)cc1	-49	46
COc1ccc(N2C(=O)CSC23C(=O)N2CCCc4cccc3c42)cc1 (stereo not drawn)	-5	41
Cc1ccccc1C(=O)c1cccn1CC(=O)NCc1ccco1	3	36
CC12CN(C(=O)c3ccccc3)C3(C#N)CC1CCC23C (stereo not drawn)	4	45
O=C(OC1CCCCC1)c1ccc(NC(=O)C2CCCCC2)cc1	-33	21
CCNC(=O)COn1c(SCC(=O)NCC)nc2ccccc2c1=O	21	29
FC(F)(F)c1cc(C(F)(F)F)c2ccc(N3CCN(c4ccc(Cl)cc4)CC3)nc2n1	13	19
O=C(c1ccc2nc(-c3ccco3)c(-c3ccco3)nc2c1)N1CCN(c2ncccn2)CC1	-11	48
Cc1nnc(NCc2ccco2)c2ccccc12	34	19
COc1cccc(-c2nnc(SCc3nc4ccccc4[nH]3)n2N)c1	18	16
CC(=O)c1sc(N)c(C(=O)OC(C)C)c1C	19	32
Cc1oc(-c2cccc(Cl)c2)nc1CN1CCCC(C(=O)NCc2ccco2)C1 (stereo not drawn)	10	33
O=C(CS(=O)(=O)Cc1ccccc1)Nc1ccc(Cl)cn1	23	15
Cc1c(N(C)C)nc2ccccc2c1N	0	16
Clc1ccc(-c2nnc(CSc3nnc(-c4cccs4)o3)o2)cc1	48	21
COc1ccc2ccc3c(c2c1)N=CC1(O3)N(C)c2ccccc2C1(C)C (stereo not drawn)	22	17
Cn1cc(Cl)c(C(=O)Nc2nc3ccccc3s2)n1	-48	57
Brc1ccc(NCc2cccc3ccccc23)nc1	43	11
O=c1[nH]c2sc3c(c2c(=O)n1Cc1ccccc1)CCC3	11	35
COCCNC(=O)c1ccccc1NS(=O)(=O)c1ccc(Br)s1	-5	25
O=C(C1CC1)N1CCN=C1SCc1ccc(Cl)cc1	-10	31
Cc1ccc(S(=O)(=O)N2CCC(C(=O)NCC3CCCO3)CC2)cc1 (stereo not drawn)	-48	29
Cc1ccccc1NC(=O)CSc1nnc(Cc2ccccc2)o1	61	7.8

Random excerpt: 3 records from the list, in no set order.
SMILES	mHtt clearance	mHtt clearance grain fraction
Cc1nnc(NCc2ccco2)c2ccccc12	34	19
Clc1ccc(-c2nnc(CSc3nnc(-c4cccs4)o3)o2)cc1	48	21
O=C(C1CC1)N1CCN=C1SCc1ccc(Cl)cc1	-10	31

Other records follow.
SMILES	mHtt clearance	mHtt clearance grain fraction
CCOC(=O)C(NC(=O)OC(C)C)(Nc1nccs1)C(F)(F)F (stereo not drawn)	-3	19
CCOC(=O)CSC1=Nc2ccccc2C2=NC(CC(=O)NCc3ccc(OC)cc3)C(=O)N12 (stereo not drawn)	24	14
Cc1sc(-n2c(C)ccc2C)c(C#N)c1C	12	34
Nc1ncnc2c1ncn2CCNCCc1ccccc1	-15	20
CCOc1nc(C)ccc1-c1noc(-c2ccco2)n1	-51	27
Cc1cc(NCc2ccccc2)nc(-c2ccccc2O)n1	31	23
CCOC(=O)CCCNC(=O)CN1C(=O)NC2(CCCCCC2)C1=O	12	31
CC1=C(C#N)C(c2ccc3ncccc3c2)C(C#N)=C(C)N1	15	17
Cc1ccc(C(=O)SC2=NCCS2)cc1	57	9.2
COc1ccc(/C=C2\SC(=S)N(NC(=O)c3csc4c3CCCC4)C2=O)cc1	14	34
CCOC(=O)C1=C(N)n2c(s/c(=C\c3cccs3)c2=O)=C(C(=O)OCC)C1c1cccs1 (stereo not drawn)	-66	34
C1CCc2nnc(-c3nnc4n3CCCCC4)n2CC1	-6	20
CC(=O)c1ccc(NC(=O)Cn2nc(C)cc2C)cc1	-42	52
COc1ccc(C2C(C(=O)N3CCN(c4ccccc4)CC3)c3ccccc3C(=O)N2C)cc1OC (stereo not drawn)	-10	20
CCOc1ccc(C(=O)Nc2ccc(N3CCN(C)CC3)cc2)cc1Br	-5	19

Of the compounds above, these contain bromine:
SMILES	mHtt clearance	mHtt clearance grain fraction
C=CCNC(=O)c1cc(-c2ccc(Br)cc2)on1	-26	52
O=C(c1cc(C2CC2)nc2ccc(Br)cc12)N1N=C(C(F)F)CC1(O)C(F)F (stereo not drawn)	23	15
CC(=O)Nc1ccccc1-c1nc2ccccc2nc1OCC(=O)c1ccc(Br)cc1	-49	46
Brc1ccc(NCc2cccc3ccccc23)nc1	43	11
COCCNC(=O)c1ccccc1NS(=O)(=O)c1ccc(Br)s1	-5	25
CCOc1ccc(C(=O)Nc2ccc(N3CCN(C)CC3)cc2)cc1Br	-5	19

New compounds follow.
SMILES	mHtt clearance	mHtt clearance grain fraction
N#CC1=C(N)Oc2n[nH]c(-c3cccs3)c2C1c1cccs1 (stereo not drawn)	-28	49
C=C(C)Cn1c(SCCCO)nc2c1c(=O)[nH]c(=O)n2C	6	29
CCOC(=O)c1ccc(NC(=O)CCC2COc3ccccc3O2)cc1 (stereo not drawn)	35	24
CCC(Sc1ncccc1C(=O)O)C(=O)N1CCCC1 (stereo not drawn)	15	16
Cc1cccc(NC(=O)C2C3C=CC(C4CC34)C2C(=O)O)c1 (stereo not drawn)	-8	20
Cc1ccc(SCC(=O)NCCC2=CCCCC2)cc1	-24	26
Cc1ccc(C)c(NC(=O)c2ccc(OC(=O)c3ccco3)cc2)c1	7	29
Cc1cc(=O)oc2cc(OCC3CC(c4ccc(Br)cc4)=NO3)ccc12 (stereo not drawn)	23	31
O=C(CSc1nnc(-c2ccccc2Cl)o1)Oc1ccc(Br)cc1	0	18
Oc1cccc(C=NCc2ccccc2)c1	-26	25
Cc1cccc(N2CCN(C(=O)c3cc4n(n3)C(C(F)(F)F)CC(c3ccco3)N4)CC2)c1C (stereo not drawn)	-28	43
C=CCn1cc(-c2cccc(Cl)c2)cc(C#N)c1=O	-16	24
N#CC1=C(N)Oc2n[nH]c(-c3cccs3)c2C1c1ccco1 (stereo not drawn)	9	16
COCCCNC(=O)C1CC(=O)N(C2CCCC2)C1 (stereo not drawn)	?	.
O=C(COc1ccc(-n2cnnn2)cc1)N1CCN(c2ccc(F)cc2)CC1	-20	44
CCCC(=O)Nc1nc(C(=O)OCC)cs1	14	18
O=C(NCC(O)CO)c1ccc2[nH]c3ccccc3c2c1 (stereo not drawn)	-28	26
Cc1cc(C(=O)COC(=O)c2n[nH]c3ccccc23)c(C)n1C	11	19
C=CCOC(=O)C1=C(C)NC(SCC(=O)NC(=O)OCC)=C(C#N)C1c1cccnc1 (stereo not drawn)	0	34
CCCOc1ccc(Cn2c(O)cc(=O)[nH]c2=O)cc1	-55	31
COCCCNC(=O)c1c(NC(=O)c2cccs2)sc2c1CCCC2	21	34
Cn1nc2c(c1C(=O)O)CCCC2	-101	39
COc1ccc(S(=O)(=O)NCCc2csc(-c3cccnc3)n2)cc1	-49	61
COc1ccc(NC(=O)N(Cc2ccc3c(c2)OCO3)C2CC(=O)N(c3ccc(OC)cc3)C2=O)cc1 (stereo not drawn)	-10	26
CSc1ccc(CN2CCC(O)CC2)cc1	-47	55
COCCNC(=O)C1CC(=O)N(CCc2ccccc2)C1 (stereo not drawn)	26	27
Cc1nnc(NC(=O)C2(c3ccccc3)CCOCC2)s1	48	10
c1cc2[nH]snc2c2nc(C3CC3)nc12	58	8.7
O=C(COC(=O)CC12CC3CC(CC(C3)C1)C2)Nc1ncc(Cl)cc1Cl	25	15
CC1(C)CC(=O)C2=C(C1)Oc1nc3ccccc3cc1C2C(C#N)C#N (stereo not drawn)	33	29
CCOc1cccc2cc(C(=O)Nc3nccs3)c(=O)oc12	31	30
COc1ccc(OC)c(-c2nc3c(C)n[nH]c(=O)c3[nH]2)c1	-15	53
Cc1cc(NC(=O)CSc2nnc(-c3ccccc3)n2Cc2ccco2)no1	26	30
COc1cccc(-c2nnc(NC(=O)Cc3cccs3)s2)c1	58	7.8
COc1cc(C(=O)Nc2nc3ccc(S(=O)(=O)N4CCOCC4)cc3s2)cc(OC)c1OC	-13	21
Cc1ccc(-n2nnc3c(=O)oc4ccccc4c32)cc1	10	19
Cc1noc(NS(=O)(=O)c2ccc(N/C=C/C(=O)c3ccccc3)cc2)c1C	68	10
CC1CCc2c(sc(NC(=O)C(=O)NCc3ccco3)c2C#N)C1 (stereo not drawn)	-37	31
CCOC(=O)N1CCN(C2CC(=O)N(c3ccc(C)cc3)C2=O)CC1 (stereo not drawn)	2	17
Nc1nc(SCC(=O)NCc2ccccc2)n[nH]1	-11	22
O=C1CC(Sc2nnnn2C2CCCCC2)C(=O)N1c1ccccc1 (stereo not drawn)	-95	32
CCOC(=O)c1c(C)[nH]c(C)c1C(=O)CSc1nnnn1-c1ccccc1	2	37
Cc1ccc(-n2c(-c3ccco3)nc3c(cnn3-c3ccccc3C)c2=O)cc1	-6	55
N#CCOC(=O)c1sccc1-n1cccc1	-2	22
CCOc1cc(S(=O)(=O)NCc2ccccn2)ccc1Cl	-81	32
COC(=O)c1cccc(NC(=O)Nc2ccc(Cl)c(Cl)c2)c1	36	20
O=C(c1ccc(F)cc1)c1cc2ccccc2o1	-18	43
O=C(N/C=C\c1ccccc1)NCc1ccc(Cl)cc1Cl	10	28
Cc1cc(=O)oc2cc(OCCSCCN3CCOCC3)ccc12	-124	71
C=CCn1c(CCNC(=O)c2ccccc2F)nnc1SCC(=O)Nc1nc(C)cs1	24	14
CCOC(=O)C1=C(O)C(Nc2nccs2)(C(F)(F)F)N=C1C (stereo not drawn)	30	26
CCCCn1c(=O)c(-c2ccccc2)c(O)c2ccccc21	-34	50
CCCCC(CC)CNS(=O)(=O)c1ccc2c(c1)CCN2C(=O)CCC(=O)O (stereo not drawn)	12	31
CCCCn1c(=O)c2c(O)cc(=O)oc2c2ccccc21	20	35
COc1ccc(-c2csc(NC(=O)CCn3cnc4ccccc4c3=O)n2)cc1OC	17	24
O=C(CSc1nc2ccccc2[nH]1)N1CCN(c2ccc(F)cc2)CC1	26	13
CCOc1cccc(NC(=O)Cn2nc(-c3ccc4c(c3)OCCO4)ccc2=O)c1	36	12

Bioassay records deposited in PubChem BioAssay by Columbia University Molecular Screening Center.
